# Bioassay records (PubChem BioAssay)
# LYPLA2 counter: LYPLA2 inhibitors, primary screen, counter-screen for PME1 inhibitor project, biochemical, fluorescence polarization, FP-Rh probe ABPP; actives 0.38% (n = 320,000); recombinant LYPLA2; AID 2177, 2009; inhibition, % at 5.9 µM; Acyl-protein thioesterase 2 (Homo sapiens), O95372;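 active = inhibition above the screen-wide mean plus 3 SD, limit set per campaign, cut at about 26% in these data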;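 also: 0% = LYPLA2 with DMSO and 100% = wells lacking LYPLA2 enzyme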
# Target sequence (O95372 whole entry, looked up): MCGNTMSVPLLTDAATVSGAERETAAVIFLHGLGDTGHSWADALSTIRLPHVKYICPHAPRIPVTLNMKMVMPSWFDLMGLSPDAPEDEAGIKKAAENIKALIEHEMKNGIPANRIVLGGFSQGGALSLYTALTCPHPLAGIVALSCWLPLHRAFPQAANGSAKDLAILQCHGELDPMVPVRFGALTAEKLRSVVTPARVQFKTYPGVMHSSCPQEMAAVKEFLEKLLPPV
# CTSL1 counter: Fasciola hepatica cathepsin L1 inhibitors, primary screen, counter-screen for PFM18AAP inhibitor project, biochemical, QFRET, fluorogenic peptide substrate; inhibition, % at 5.96 µM; actives 0.49% (n = 300,000); recombinant F. hepatica cathepsin L1, Z-Leu-Arg-MCA fluorescence; AID 1906, 2009;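 active = inhibition above the mean of all tested compounds plus 3 SD, set per screening campaign, cut at about 17% in these data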;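 also: 0% = plate median of test compound wells and 100% = 1 µM Z-Phe-Ala-diazomethylketone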
# Efflux pump inh: inhibitors of Candida efflux pumps in yeast, primary screen, S. cerevisiae, Nile Red, multiplex; S. cerevisiae Candida pump triplex; inhibition, % at 10 µM; actives 0.44% (n = 330,000);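 active = plate passing quality check with inhibition over a set limit, or well fluorescence over plate mean plus 4 SD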;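 also: Nile Red retained in pooled yeast measured as flow cytometry median fluorescence; 0% = buffer negative control and 100% = Enniatin B positive control; higher means more Nile Red kept so more efflux inhibition; some compounds called inactive have numbers as strong as hits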
# core dimer inh: inhibitors of HCV core protein dimerization, primary screen, biochemical, TR-FRET, high-throughput | TR-FRET GST/Flag-core106 dimerization, 1536-well | inhibition, % at 5 µM | actives 0.33% (n = 300,000);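 active = inhibition above the mean of all tested compounds plus 3 SD, set per screening campaign, cut at about 45% in these data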
#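 Assay system: tagged HCV core106 pair (GST and Flag); medium: KF-containing HEPES buffer, pH 7.45, DTT, CHAPS, BSA; also added: Eu donor and XL665 acceptor anti-tag antibodies; dosing: 5 µM single dose; timing: compound-protein-antibody incubation 4 h at 22.5 °C; signal: TR-FRET 671 and 617 nm emission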
# TPT1 inhibitor: Candida albicans TPT1 enzyme inhibitors, primary screen, biochemical, fluorescence polarization; tRNA 2'-phosphotransferase TPT1 (Candida albicans SC5314); inhibition, % at 5 µM; actives 0.81% (n = 300,000); recombinant caTPT1, FP RNA substrate dephosphorylation; AID 1962, 2009;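 active = inhibition above the mean of all tested compounds plus 3 SD, set per screening campaign, cut at about 24% in these data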;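 also: plate controls were DMSO alone for no effect and ferristatin control at 100 nM for full effect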
# PP5 inh: PP5 phosphatase inhibitors, primary screen, biochemical, fluorescence; purified PP5c, OMFP substrate fluorescence; inhibition, % at 6.7 µM; actives 0.18% (n = 320,000); AID 1987, 2009;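 active = inhibition above the campaign's mean inhibition across all tested compounds plus 3 SD, cut at about 9.5% in these data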;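 also: 0% = DMSO only and 100% = 100 µM cantharidin control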
# Target sequence (P53041 whole entry, looked up): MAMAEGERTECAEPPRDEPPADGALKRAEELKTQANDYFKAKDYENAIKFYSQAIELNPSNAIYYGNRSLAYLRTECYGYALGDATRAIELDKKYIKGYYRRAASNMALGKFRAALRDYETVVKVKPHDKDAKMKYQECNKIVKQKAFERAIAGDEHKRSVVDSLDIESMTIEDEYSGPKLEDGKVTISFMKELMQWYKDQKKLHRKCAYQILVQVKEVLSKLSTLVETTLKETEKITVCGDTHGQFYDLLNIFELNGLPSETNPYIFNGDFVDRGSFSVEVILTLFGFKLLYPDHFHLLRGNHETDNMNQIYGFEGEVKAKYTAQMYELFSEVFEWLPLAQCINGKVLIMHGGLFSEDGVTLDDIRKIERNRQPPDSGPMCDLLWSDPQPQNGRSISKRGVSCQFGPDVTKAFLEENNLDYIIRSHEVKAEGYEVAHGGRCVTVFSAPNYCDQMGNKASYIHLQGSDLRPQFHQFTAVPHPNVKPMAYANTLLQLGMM
# PP1 inh: PP1-alpha phosphatase inhibitors, primary screen, counter-screen for PP5 inhibitor project, biochemical, fluorescence, OMFP substrate, single point; actives 0.9% (n = 320,000); purified PP1alpha; Serine/threonine-protein phosphatase PP1-alpha catalytic subunit (Homo sapiens), P62136; AID 2235, 2010; inhibition, % at 6.7 µM;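 active = inhibition above the mean inhibition of all tested compounds plus 3 SD, computed separately for each screening campaign, cut at about 15% in these data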
# Target sequence (P62136 whole entry, looked up): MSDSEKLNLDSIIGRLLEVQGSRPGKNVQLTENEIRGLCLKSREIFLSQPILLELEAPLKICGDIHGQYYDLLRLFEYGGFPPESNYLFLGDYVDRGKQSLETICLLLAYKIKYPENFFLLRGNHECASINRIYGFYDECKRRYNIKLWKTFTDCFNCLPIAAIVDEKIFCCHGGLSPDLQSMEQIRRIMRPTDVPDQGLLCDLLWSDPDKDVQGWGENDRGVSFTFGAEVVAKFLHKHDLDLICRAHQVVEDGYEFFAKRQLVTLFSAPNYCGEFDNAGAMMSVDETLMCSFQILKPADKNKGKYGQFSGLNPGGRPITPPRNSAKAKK
# PREPL inh: PREPL enzyme inhibitors, primary screen, biochemical, fluorescence polarization. recombinant PREPL, fluorescence polarization activity-based probe. inhibition, % at 5.96 µM. actives 0.68% (n = 320,000). AID 2751, 2010; in the data active = inhibition above about 43%;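 also: 0% = enzyme with DMSO and 100% = wells lacking enzyme; many of its hits are not listed in these tables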
# JMJD2C inh: inhibitors of GASC-1 histone demethylase, primary screen, biochemical, fluorescence, DELFIA europium. inhibition, % at 2.35 µM. GST-JMJD2C(1-420) H3K9me3 demethylation. actives 0.069% (n = 330,000). Lysine-specific demethylase 4C (Homo sapiens), Q9H3R0;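 active = more than half of a compound's replicate wells show inhibition beyond 50%, single wells judged on their own value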;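 also: signal counts dimethyl H3K9 product captured on neutravidin plate; 0% = median of DMSO wells and 100% = 0.3 times that DMSO median; strong numbers were not always called active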
# The depositor's hits bear a star; nt = no result given.
SMILES,LYPLA2 counter,CTSL1 counter,Efflux pump inh,core dimer inh,TPT1 inhibitor,PP5 inh,PP1 inh,PREPL inh,JMJD2C inh
CCOC(=O)c1sc(N)c(C(N)=O)c1C,3,5,-0.3,-6,-6,-0.1,-1,20,-5
Cc1cc(C)c2nc(C)cc(N/N=C/c3ccc(O)cc3)c2c1,-7,4,0.0,-16,-2,8.9,8,72*,-3
CC1CCN(C2=C(NS(=O)(=O)c3ccccc3)C(=O)c3ccccc3C2=O)CC1,12,-3,0.0,-11,-1,2.1,0,5,5
CCN1CCN(c2oc(-c3ccc([N+](=O)[O-])cc3)nc2C#N)CC1,3,0,-0.1,-5,-1,1.6,0,2,-13
CC1(C)Cc2noc(N)c2C(C)(C)N1O,-1,-1,0.0,-4,-2,1.2,-3,1,9
Brc1ccccc1-c1ccccc1,8,nt,-0.2,nt,nt,4.2,0,11,7
S=C(Nc1ccc(Nc2ccccc2)cc1)NC1CCCCCC1,5,-3,0.2,14,2,2.5,0,16,0
CCOC(=O)c1cnc2c(C(F)(F)F)cccc2c1N1CCOCC1,-5,-1,0.1,7,-2,3.9,2,-4,9
CCc1ccc(-c2nc(SCC(=O)N3CCOCC3)n[nH]2)cc1,8,-2,0.2,-5,2,-1.5,-2,4,-18
Cc1ccc(Nc2nc(N)nc(CSC(=S)N3CCOCC3)n2)c(C)c1,1,-4,-0.1,-5,-4,3.0,-3,14,-5
Cc1nc2ccccc2nc1OCc1ccccc1,6,0,-0.1,0,-4,1.5,4,4,19
COc1ccc(C(=O)Nc2ccc(NC(=O)C3CC3)nc2)cc1,-5,-2,-0.1,3,0,1.2,-2,-5,-1

# An excerpt from above in order of number of heavy atoms, highest first:
SMILES,LYPLA2 counter,CTSL1 counter,Efflux pump inh,core dimer inh,TPT1 inhibitor,PP5 inh,PP1 inh,PREPL inh,JMJD2C inh
CC1CCN(C2=C(NS(=O)(=O)c3ccccc3)C(=O)c3ccccc3C2=O)CC1,12,-3,0.0,-11,-1,2.1,0,5,5
CCN1CCN(c2oc(-c3ccc([N+](=O)[O-])cc3)nc2C#N)CC1,3,0,-0.1,-5,-1,1.6,0,2,-13
Cc1nc2ccccc2nc1OCc1ccccc1,6,0,-0.1,0,-4,1.5,4,4,19

# Next structures
SMILES,LYPLA2 counter,CTSL1 counter,Efflux pump inh,core dimer inh,TPT1 inhibitor,PP5 inh,PP1 inh,PREPL inh,JMJD2C inh
COc1ccc(-c2nc(Cn3c(SCc4cccc(F)c4)nc4ccncc43)c(C)o2)cc1OC,-8,-4,0.5*,-11,-3,0.9,1,-26,7
CCNCCOC(c1ccccc1)c1ccccc1,3,-2,0.1,-3,0,-0.1,-2,-21,-10
O=C(CSc1ccc2c(c1)OCCO2)Nc1ncccc1O,-1,1,0.0,-1,-3,0.3,-4,2,-6
OCCN(CCO)CC(O)CN1c2ccccc2Sc2ccccc21 (stereo not given),-1,-10,-0.1,-17,-1,1.6,1,-3,-1
NC(=O)c1c(N)sc(=S)n1-c1ccccc1,0,2,0.0,1,-1,-1.0,-3,7,-7
C/C(=N\O)c1ncc(C(F)(F)F)cc1Cl,-1,-3,0.4,2,5,0.7,1,4,3
O=C(Cc1ccccc1)Nc1ccccc1C(=O)N1CCN(c2ccccc2)CC1,-4,-1,0.1,-7,-2,-0.6,-2,8,11
O=C(c1cccc(NS(=O)(=O)c2cccc(C(F)(F)F)c2)c1)N1CCOCC1,-3,6,0.0,9,3,-1.8,-2,7,-9
CC1(C)Cc2c(C#N)c(N3CCN(C(=O)c4ccccc4)CC3)nc(-c3ccco3)c2CS1,-10,2,0.2,87*,7,1.4,16*,7,13
CC(C)C(OC(=O)c1cccs1)C(=O)NCc1ccccc1 (stereo not given),0,-7,-0.1,9,-2,-2.6,-2,-4,0
O=C(COC(=O)C1=COCCO1)Nc1cccc(Oc2ccccc2)c1,1,4,-0.2,-11,-3,2.2,-1,-5,-8
Cc1cc(C)nc(N(C#N)Cc2ccccc2C)n1,-5,-4,-0.1,3,2,3.7,0,-8,15

# Shown as a hit in Efflux pump inh, of those listed so far:
Structure,Efflux pump inh,core dimer inh,TPT1 inhibitor,PP5 inh,PREPL inh,JMJD2C inh
COc1ccc(-c2nc(Cn3c(SCc4cccc(F)c4)nc4ccncc43)c(C)o2)cc1OC,0.5*,-11,-3,0.9,-26,7

# (further entries)
SMILES,LYPLA2 counter,CTSL1 counter,Efflux pump inh,core dimer inh,TPT1 inhibitor,PP5 inh,PP1 inh,PREPL inh,JMJD2C inh
Cc1sc(-n2c(C)cc(C=O)c2C)c(C(=O)O)c1C,0,14,-0.2,0,-1,1.8,-13,-3,5
O=C(Nc1cc(C(F)(F)F)ccc1N1CCCC1)C1CCCO1 (stereo not given),-2,nt,-0.1,nt,nt,1.8,1,6,-2
CCC(=O)Nc1ccccc1C(=O)OCC(=O)Nc1ccc(S(N)(=O)=O)cc1,-7,-3,0.3,1,-5,3.9,2,15,-11
CN1CCN/C1=C(/C(Cl)=C(Cl)Cl)[N+](=O)[O-],-6,1,0.5,-7,2,-1.4,-4,-8,-11
COc1ccc(N2CCN(C(=O)c3ccccc3F)CC2)c([N+](=O)[O-])c1,7,-3,0.1,-1,0,-0.2,-2,8,3
CCn1c(CNC(=O)Cc2ccc(OC)cc2)nnc1SCC(=O)NC1CCCCC1,3,-3,-0.1,-6,-2,0.9,-2,5,32
COc1ccc(-n2c(C)cc(C(=O)CSc3nnc(-c4cccs4)o3)c2C)cc1,-6,-3,0.2,6,0,-0.4,11,-26,-9
O=C(Nc1ccccc1C(=O)Nc1ccccn1)c1ccc([N+](=O)[O-])cc1,-8,3,-0.1,0,-2,-0.9,0,5,-1
COc1ccc(NC(=O)COc2cccnc2[N+](=O)[O-])cc1OC,2,0,0.0,-7,0,-0.3,-2,4,-6
NC(=O)c1ccc[n+](CCC[n+]2cccc(C(N)=O)c2)c1,3,0,0.0,-3,1,-1.9,-2,4,0
Cc1cccc(C)c1NC(=O)CS(=O)CC(=O)NC1CCN(Cc2ccccc2)CC1 (stereo not given),-3,2,0.1,-1,4,-1.6,3,18,-8
O=C(c1cc(-c2ccccc2)on1)N1CCN(c2ccccc2)CC1,11,0,-0.1,-12,-1,5.5,0,-2,-9

# Quoted at random: 3 entries already listed
SMILES,LYPLA2 counter,CTSL1 counter,Efflux pump inh,core dimer inh,TPT1 inhibitor,PP5 inh,PP1 inh,PREPL inh,JMJD2C inh
COc1ccc(NC(=O)COc2cccnc2[N+](=O)[O-])cc1OC,2,0,0.0,-7,0,-0.3,-2,4,-6
CCn1c(CNC(=O)Cc2ccc(OC)cc2)nnc1SCC(=O)NC1CCCCC1,3,-3,-0.1,-6,-2,0.9,-2,5,32
O=C(Nc1cc(C(F)(F)F)ccc1N1CCCC1)C1CCCO1 (stereo not given),-2,nt,-0.1,nt,nt,1.8,1,6,-2

# Additional structures follow.
SMILES,LYPLA2 counter,CTSL1 counter,Efflux pump inh,core dimer inh,TPT1 inhibitor,PP5 inh,PP1 inh,PREPL inh,JMJD2C inh
COc1ccccc1NC(=O)N1CCCC(c2nc3c(nnn3Cc3ccc(C)cc3)c(=O)[nH]2)C1 (stereo not given),5,0,0.0,9,-2,2.6,3,1,1
CCCCn1c(N)c(N(CC(C)C)C(=O)c2ccc(N3C(=O)CCC3=O)cc2)c(=O)[nH]c1=O,-4,0,0.1,2,-3,-1.2,-3,1,116
CCCC(=O)N(c1ccc(F)cc1)C1C=CS(=O)(=O)C1 (stereo not given),-6,1,-0.1,-3,-1,0.9,1,5,-5
O=C(COc1ccc(C(=O)NCC2CCCO2)cc1)Nc1cccc(C(F)(F)F)c1 (stereo not given),-2,-3,0.2,2,0,1.8,-2,8,0
COc1ccc(C(OC(=O)c2ccco2)C(=O)NC2CCCCC2)cc1 (stereo not given),9,-48,0.0,2,2,0.9,-3,-2,7
CCOCCCNC(=O)C1CCCN1C(=O)Nc1ccccc1[N+](=O)[O-] (stereo not given),2,-3,-0.1,1,5,4.5,-2,3,-1
CCN1C(=O)c2ccc(C(=O)NCc3ccco3)cc2C1=O,-5,2,0.1,3,-3,0.7,-1,-3,13
Cc1cccc(C(=O)NCc2nnc(SCC(=O)NC(C)c3ccccc3)n2C)c1 (stereo not given),0,-2,3.3,-5,-1,0.6,-1,10,-9
Cc1cc(C)cc(NC(=S)NCCSc2ccc(Cl)cc2)c1,-33,2,-0.1,2,-1,1.7,5,-13,3
COc1ccc2cc3c(N)nn(C(=O)c4cccc([N+](=O)[O-])c4)c3nc2c1,7,1,0.6,58*,-3,3.4,1,-4,1
COc1cc(NC(=O)Cn2cnc(S(=O)(=O)N3CCCC3)c2)cc(OC)c1OC,11,-3,0.0,6,-5,1.1,-6,-2,-5
COc1ccccc1-n1cnnc1SCC(=O)NC1CCS(=O)(=O)C1 (stereo not given),4,-1,0.1,1,-2,2.1,2,4,2
Cc1cccc(C(=O)NC(C(=O)Nc2ccccc2N2CCOCC2)C(C)C)c1 (stereo not given),4,2,0.1,-1,-4,-0.3,-2,10,-14
Cc1[nH]c2ccccc2c1C(=O)CSc1nccc(=O)[nH]1,4,2,-0.1,-5,-1,0.0,-3,28,-8
CCOc1ccc(CCNC(=O)c2nn(C)c3c2CS(=O)(=O)c2ccccc2-3)cc1OCC,3,3,0.0,-2,2,1.2,4,-1,12
Clc1ccc(-c2nnc(-c3ccccc3)c(N3CCSCC3)n2)cc1,-5,4,0.0,9,-6,0.6,1,19,-3
COc1ccc(OC)c(S(=O)(=O)NCC(c2cccs2)N2CCc3ccccc3C2)c1 (stereo not given),3,4,0.0,2,-3,2.4,1,10,-1
CCCn1cnc2cc(NCc3cccs3)ccc21,2,1,-0.1,-6,-2,1.0,-3,-2,-2
COc1cc(CO)ccc1Oc1nnnn1-c1ccc(C(N)=O)cc1,3,2,0.0,-3,-2,-2.5,-4,15,-415
Cc1c(C(=O)N2CC(C)OC(C)C2)sc2nc(-c3ccc(F)cc3)cn12 (stereo not given),4,0,0.1,-1,1,1.9,-1,4,-1
O=C(Nc1ccccc1-c1nc2ccccc2s1)c1cccnc1Cl,3,5,-0.1,8,0,-0.8,-1,2,-13

# For reference, two of the compounds above.
SMILES,LYPLA2 counter,CTSL1 counter,Efflux pump inh,core dimer inh,TPT1 inhibitor,PP5 inh,PP1 inh,PREPL inh,JMJD2C inh
COc1cc(CO)ccc1Oc1nnnn1-c1ccc(C(N)=O)cc1,3,2,0.0,-3,-2,-2.5,-4,15,-415
Cc1c(C(=O)N2CC(C)OC(C)C2)sc2nc(-c3ccc(F)cc3)cn12 (stereo not given),4,0,0.1,-1,1,1.9,-1,4,-1

# This is a subset. The share of hits here may be higher or lower than overall.
